# Assay outcomes: PubChem, University of Kansas High Throughput Screening Laboratory
# Pf apPOL block: Pf-apPOL DNA polymerase inhibition; Recombinant Pf-apPOL, molecular beacon fluorescence, 1.5 h; inhibition, % at 10 µM; actives 0.25% (n = 210,000)
# mHTT-CaM PPI inh: inhibitors of human mutant huntingtin-calmodulin interaction; AlphaScreen His-mHTT/GST-CaM binding, luminescence; inhibition, % at 15 µM; actives 3.6% (n = 190,000);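 note: 0% = both proteins with DMSO and 100% = one protein alone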
# * hit, by the source's call; / = no result given; & = joins results of further samples. Cut-off read from the data, not from the text of the source: active = inhibition above about 50%; inactive = the rest.
SMILES,Pf apPOL block,mHTT-CaM PPI inh
CCCC(=O)Nc1ccc2c(c1)CC(C(=O)NCc1ccc(C)cc1)CO2 (stereo not drawn),-3,-11
CCn1c(=O)c([N+](=O)[O-])c(NCCc2ccc(OC)c(OC)c2)c2ccccc21,-13,16
Cc1ccc(-c2nc(C=Nc3cc(Cl)ccc3Cl)c(O)o2)cc1,-2,5
Cc1ccccc1NC(=O)COc1c(C)ccc(C)c1C,-5,-14
O=C(c1ccc2ncnc(N3CCCC3)c2c1)N1CCC(N2CCCCC2)CC1,0,-8
Cc1ccc(C(=O)NCCC2=CCCCC2)o1,-1,-2
O=C(Nc1ccc(F)cc1F)c1ccc(S(=O)(=O)N2CCCCC2)cc1,-2,-5
Clc1cccc(Cl)c1NC1=NCCN1,12,/
Cc1ccc(NC(=O)Nc2ccc3nncn3c2)cc1C,-3,-4
COc1ccc(CN2C(=O)c3ccccc3C2C(=O)NC2CCC(C)CC2)cc1 (stereo not drawn),-6,25
CCCn1cc2c3c(cccc31)CN(C(=O)c1ccccc1OC)CC2,-5,58*
COc1ccc(/C=C2\N=C(c3ccc(C)c(C)c3)OC2=O)cc1,24,0
CCOC(=O)CNC(=O)N1CCC(n2c(-c3ccc(C)cc3)nc3cccnc32)C1 (stereo not drawn),0,0
N#C/C(=C\c1ccccc1[N+](=O)[O-])c1nc(-c2ccc(Cl)cc2)cs1,7,42
COc1cccc(N2CC(C(=O)Nc3nnc(SCc4ccccc4)s3)CC2=O)c1 (stereo not drawn),0,6
COCCC1CCN(C(=O)c2ccc(Cl)s2)CC1,-5,-12
COc1cc(C2Nc3ccccc3C(=O)N2c2ccc(C)cc2)ccc1O (stereo not drawn),-4,12
CC(C)c1cc(O)c(-c2ccccc2)c(=O)n1-c1ccc(Cl)cc1,-3,/
COc1cc(C2NC(=O)CCC2[N+](=O)[O-])c(Br)c(OC)c1OC (stereo not drawn),-16&-2,-3&-4
Cc1n(CC(O)COc2ccccc2)c2ccccc2[n+]1C (stereo not drawn),/,-4
CC(C)CC(NC(c1ccccc1)(c1ccccc1)c1ccccc1)C(=O)O (stereo not drawn),-5,4
Cc1ccc(C)c(OCC(=O)Nc2ccc(Br)cc2F)c1,-4,-1
COc1ccccc1-c1nc(=S)c(C(C)=O)c(C)[nH]1,2&-6,/
CCOc1ccc(CCN2C(=O)CCC2(C)C(=O)NC2CCCC(C)C2C)cc1OCC (stereo not drawn),-10,17
CCOc1cc(C(F)(F)F)cnc1C(=N)N,-8,/
Cc1ccc(NC(=O)C2CCCN(c3cn[nH]c(=O)c3)C2)cc1C (stereo not drawn),1,-11
O=c1[nH][nH]c(=O)n1CCCc1cc2cccc3ccc4cccc1c4c32,-8,/
COc1ccc(CNC(C)C)c(OC)c1C,-13,-3
O=C(c1ccncc1)N1CCCCC1c1nc(-c2ccncc2)no1 (stereo not drawn),-6,-8
CCN1CCN(CCNC(=O)C2CCCN(c3ncc(-c4ccc(F)cc4)cn3)C2)CC1 (stereo not drawn),-3,8
Cn1c(SCC(=O)c2ccc([N+](=O)[O-])cc2)nnc1-c1cccc(NC(=O)c2ccccc2)c1,-4,10
COCCN1C(=O)C(=O)C(=C(O)c2ccc(S(=O)(=O)N(C)C)cc2)C1c1ccc(Cl)cc1 (stereo not drawn),-2,-1
O=[N+]([O-])c1ccccc1S(=O)(=O)Nc1cccc(Br)c1,-3,2
COc1ccc(S(=O)(=O)NC(C)c2ccccc2)cc1Br (stereo not drawn),-5,-10
O=C(CC1CCCC1)N1CCCN(Cc2noc(-c3ccccc3)n2)CC1,0,10
Cc1ccc(NC2=C(N3CCOCC3)C(=O)c3ccccc3C2=O)cc1,4,46
CC(=O)Nc1ccc(N=Cc2nc(-c3ccc(Br)cc3)oc2O)cc1,-5,0
CSc1cccc(NS(=O)(=O)c2cc(Cl)ccc2Cl)c1,0,-11
CC(=O)NCc1csc(C2CCN(C(=O)c3ccc(C)cc3C)CC2)n1,3,-10
Cc1ccc(-c2nnc(N3CCC(C(=O)NCCN4CCCCCC4)CC3)o2)cc1,-3,15
O=C(NC1CC1c1ccccc1)C1CC1c1ccccc1 (stereo not drawn),3,-5
Cc1cc(C)cc(NC(=O)CSc2nc3c(c(=O)n2-c2ccc(Cl)cc2)SCC3)c1,0,4
COC(=O)C(=O)N1CCC(CCc2ccc3c(c2)OCO3)CC1,3,2
CCCCNC(=O)Cc1ccc(Cl)cc1,1,-12
O=C1C2CC=CCC2C(=O)N1CNc1ccccc1 (stereo not drawn),10,4
COc1ccc(OCC(=O)Nc2ccc(S(=O)(=O)Nc3onc(C)c3C)cc2)cc1,5,-1
CC(C)(C)NC(=O)C1CCN(c2cccc(C(F)(F)F)c2)C1=O (stereo not drawn),0,-3
O=C(O)CC1=C(O)C(=O)N(c2ccccc2)C1c1ccccc1 (stereo not drawn),0,4
O=C(NCc1ccc2c(c1)OCO2)c1ccc(Cl)cc1[N+](=O)[O-],-3,3
COc1ccccc1NC(=O)CCN1C(=O)C2CC=C(Cl)CC2C1=O (stereo not drawn),2,2
Cc1cc(C2CCCN2C(=O)Nc2ccc(Br)cc2F)on1 (stereo not drawn),0,-6
Cc1cc2n(n1)CCC(=O)N2CCCC(=O)NCCCN1CCCC(C)C1 (stereo not drawn),-5,-5
COCc1cc(=O)[nH]c(SCC(=O)Nc2ccc(OC)cc2)n1,-4,1
O=C(Cn1nc(-c2cccs2)ccc1=O)NCc1ccco1,5,-6
CCCCn1c(-c2ccc(S(=O)(=O)N3CCOCC3)cc2)csc1=Nc1ccccc1,-5,12
O=C(NCc1nc(-c2ccc(C(F)(F)F)cc2)no1)Nc1cc(Cl)cc(Cl)c1,-11&-2,/
C=CCc1cc(C(=O)N2CCCC2)ccc1O,4,-2
CC(=O)c1cccc(NC(=O)Cn2c(-c3cncs3)nc3ccccc32)c1,0,17
COc1ccc(N2C(=O)CC(NCc3ccco3)C2=O)cc1 (stereo not drawn),-10,0
N#CCOc1ccc2cc(-c3nc4ccccc4s3)c(=O)oc2c1,21,4
# (more compounds)
SMILES,Pf apPOL block,mHTT-CaM PPI inh
Cn1c(COc2ccccc2)nn(C2c3ccccc3Oc3ccccc32)c1=S,/,54*
Cc1noc(-c2ccc(Cl)cc2)c1NC(=O)NN1CCCCC1,0,/
CCC(C(=O)O)N1C(=O)C(=CC=Cc2ccco2)SC1=S (stereo not drawn),94*,41
O=C(c1ccc2cc[nH]c2c1)N1CCn2c(nnc2-c2ccccc2)C1,-2,10
COc1ccc(C(=O)Cn2c(NCCCO)nc3ccccc32)cc1,-3,-1
CNC(=O)c1cc(-c2ccc(OC)cc2)nc2ccccc12,0,13
CCOC(=O)C[C@H]1c2cc(C(F)(F)F)ccc2S(=O)(=O)N1Cc1ccccc1,-8,-25
Cc1[nH]c2ccccc2c1SCC(=O)NNC(=O)c1ccccc1Cl,-2&-2,/
Cc1cc(NS(=O)(=O)c2ccccc2)c(C)c(Cl)c1O,2,-6
CSc1nnc2c(n1)OC(c1ccccc1O)Nc1ccccc1-2 (stereo not drawn),2,-4
O=S(=O)(CCSc1nnc(Cc2ccccc2)n1-c1ccccc1)Nc1ccccc1,7,10
Cc1ccccc1C(=O)NCCSc1c(C)[nH]c2ccccc12,3,11
Cn1nc(-c2nc(-c3cccc(F)c3)no2)c2c1CCN(C(=O)Cc1cccs1)C2,-4,20
COc1ccc(N2CCN(c3ncc4c(n3)CCN(Cc3ccc(Cl)cc3)C4)CC2)cc1,-1,42
CC(=O)c1ccc(N2CCN(C(=O)C3CN(C(=O)COc4ccccc4F)C3)CC2)cc1,-7,14

# The final two records of the part above open the next one:
SMILES,Pf apPOL block,mHTT-CaM PPI inh
COc1ccc(N2CCN(c3ncc4c(n3)CCN(Cc3ccc(Cl)cc3)C4)CC2)cc1,-1,42
CC(=O)c1ccc(N2CCN(C(=O)C3CN(C(=O)COc4ccccc4F)C3)CC2)cc1,-7,14
CC(C)CCNC(=O)CC1CCN(C(=O)c2ccccc2Cl)CC1,-6,4
COc1cccc(COc2ccc(C(F)(F)F)cc2[N+](=O)[O-])c1,-7,-33
Cc1ccccc1Nc1ccc([N+](=O)[O-])cn1,0,5
O=C(Cc1ccsc1)N1CCC(n2cnnc2-c2ccccc2)C1 (stereo not drawn),4,0
CCC1(CC)OC(c2ccc(C)o2)Nc2ccccc21 (stereo not drawn),-6,-4
CCN1C(=O)C(C)(C(=O)NCc2ccccc2OC)Oc2cccnc21 (stereo not drawn),-1,-3
COc1nccnc1N1CCC(N(C)C(=O)Cc2cccs2)C1 (stereo not drawn),0,16
Cc1cc(C(=O)Nc2ccc3scnc3c2)no1,1,-6
COc1ccc(C(=O)NCCC(O)C(C)(C)C)cc1 (stereo not drawn),-6&3,1&-20
c1cnc(N2CCCCCC2)cn1,3,0
Cc1ccc(O)c(NC(=O)C2CC(c3ccc(F)cc3)=NO2)c1 (stereo not drawn),1,1
CSc1c(CC(=O)NCCc2ccccc2)n(C)c2ccc(C)cc12,0,4
CNC(=O)C(=O)Nc1ccc(C)c(F)c1,-6,-5
CCC1(c2ccccc2)OC(C=Cc2ccccc2)Nc2ccccc21 (stereo not drawn),-6,/
Cc1ccc(NC(=O)CSc2nc3ccccc3c(=O)n2-c2ccc3c(c2)OCO3)cc1,-5,-1
O=C(NCc1ccco1)C1CCN(Cc2c[nH]c3ccc(Cl)cc23)CC1,5,36
O=[N+]([O-])c1cc(C(F)(F)F)cc([N+](=O)[O-])c1Sc1nnnn1-c1ccccc1,4,100*
Cn1cnnc1SCCNC(=O)c1cc(-c2ccco2)[nH]n1,1,-12
O=C(O)C1=C(C(=O)Nc2ccccc2)SCCS1,-8,/
CN1CC2=C(OC(N)=C(C#N)C2c2cccs2)/C(=C/c2cccs2)C1 (stereo not drawn),/,38
CC(C)(C)C(=O)Nc1nnc(SCC(=O)Nc2ccccc2F)s1,1,-9
CC(C)Oc1ccc(CNCC2CCOC(C)(C)C2)cc1 (stereo not drawn),0,-7
O=C(CN1CCC(c2nc(-c3cccc(F)c3)no2)CC1)NC1CCCC1,-3,-1
Cc1cccc(CN(CCO)Cc2ccccc2)c1,5,-14
CC(=O)Nc1cccc(NS(=O)(=O)c2ccc(F)cc2)c1,1,-9
Cc1c(C(=O)NCCCN2CCOCC2)cc(C(C)(C)C)n1-c1ccccc1,0,/
O=C(C=Cc1cccs1)NCCc1ccccc1,-55,/
CCOc1ccccc1NS(=O)(=O)c1ccc2[nH]c3c(c2c1)CCCC3,-3,26
CC1CCCCN1c1nnc(C(=O)NCc2cccnc2)c2ccccc12 (stereo not drawn),-6,6
Cc1c(C(=S)Nc2ccccc2)sc2ccccc12,3,/
CNC(=O)c1cc(-c2ccc(F)cc2)nc2ccccc12,4,2
O=C(O)CCNS(=O)(=O)/C=C/c1ccccc1,2,0
Cn1nccc1C(=O)N1CCCCC1c1nncn1Cc1ccccc1 (stereo not drawn),-13,5
COc1ccc(-c2ccc(N(C)C)cc2)cc1[C@H]1[C@@H]2C=CCC[C@@]2(C)C(=O)N1Cc1ccccc1,-2,73*
CCCS(=O)(=O)c1c(S(=O)(=O)CCC)c2ccccn2c1C(=O)c1ccc(OC)cc1,-2&-19,15&18
CC1=NN(c2ccccc2)C(=O)C1C(=O)c1ccc(F)cc1 (stereo not drawn),-10,-5
COc1cccc(-c2nc(SCN3C(=O)c4ccccc4C3=O)[nH]c(=O)c2C#N)c1,0,30
COc1ccc(Cc2nnc(NC(=O)Cc3ccc(F)cc3)s2)cc1,4,-8
COc1ccc(-c2c(C(=O)N3CCN(C)CC3)nc3ccccn23)cc1,0,-6
FC(F)(F)c1cc(-c2ccccc2)n2ncnc2n1,27,1

# Structures listed so far that have fluorine (21):
SMILES,Pf apPOL block,mHTT-CaM PPI inh
O=C(Nc1ccc(F)cc1F)c1ccc(S(=O)(=O)N2CCCCC2)cc1,-2,-5
Cc1ccc(C)c(OCC(=O)Nc2ccc(Br)cc2F)c1,-4,-1
CCOc1cc(C(F)(F)F)cnc1C(=N)N,-8,/
CCN1CCN(CCNC(=O)C2CCCN(c3ncc(-c4ccc(F)cc4)cn3)C2)CC1 (stereo not drawn),-3,8
CC(C)(C)NC(=O)C1CCN(c2cccc(C(F)(F)F)c2)C1=O (stereo not drawn),0,-3
Cc1cc(C2CCCN2C(=O)Nc2ccc(Br)cc2F)on1 (stereo not drawn),0,-6
O=C(NCc1nc(-c2ccc(C(F)(F)F)cc2)no1)Nc1cc(Cl)cc(Cl)c1,-11&-2,/
CCOC(=O)C[C@H]1c2cc(C(F)(F)F)ccc2S(=O)(=O)N1Cc1ccccc1,-8,-25
Cn1nc(-c2nc(-c3cccc(F)c3)no2)c2c1CCN(C(=O)Cc1cccs1)C2,-4,20
CC(=O)c1ccc(N2CCN(C(=O)C3CN(C(=O)COc4ccccc4F)C3)CC2)cc1,-7,14
COc1cccc(COc2ccc(C(F)(F)F)cc2[N+](=O)[O-])c1,-7,-33
Cc1ccc(O)c(NC(=O)C2CC(c3ccc(F)cc3)=NO2)c1 (stereo not drawn),1,1
CNC(=O)C(=O)Nc1ccc(C)c(F)c1,-6,-5
O=[N+]([O-])c1cc(C(F)(F)F)cc([N+](=O)[O-])c1Sc1nnnn1-c1ccccc1,4,100*
CC(C)(C)C(=O)Nc1nnc(SCC(=O)Nc2ccccc2F)s1,1,-9
O=C(CN1CCC(c2nc(-c3cccc(F)c3)no2)CC1)NC1CCCC1,-3,-1
CC(=O)Nc1cccc(NS(=O)(=O)c2ccc(F)cc2)c1,1,-9
CNC(=O)c1cc(-c2ccc(F)cc2)nc2ccccc12,4,2
CC1=NN(c2ccccc2)C(=O)C1C(=O)c1ccc(F)cc1 (stereo not drawn),-10,-5
COc1ccc(Cc2nnc(NC(=O)Cc3ccc(F)cc3)s2)cc1,4,-8
FC(F)(F)c1cc(-c2ccccc2)n2ncnc2n1,27,1
